Screening data (PubChem)
A-T KAP1 phos: qHTS Assay for Identifying a Potential Treatment of Ataxia-Telangiectasia | […] A-T fibroblasts, KAP-1 phosphorylation AlphaLISA; neocarzinostatin DNA damage 30 min before lysis | 320,000 compounds, 0.19% hits | Potency, µM (highest dose often 57.5 µM), for the others: top-dose activation, most hits filed as activators; note: potency is the fitted concentration of half-maximal effect; % of control where 0% means no effect; nearly all actives have a fitted effect of over 45% in size
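ATM-like activity read as KAP-1 phosphorylation via AlphaLISA donor/acceptor antibody pairs after lysis and 6 hr at 25C. Cells were ATM-null patient fibroblasts ([…], hTERT), dosed 60 min, then exposed to the DSB inducer NCS for 30 min.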
Tb PFK inh: qHTS Assay to Find Inhibitors of T. brucei phosphofructokinase; Potency, µM (series often up to 57.5 µM), for inactives: at the highest dose activity, negative = inhibition, hits mostly inhibitors; 330,000 compounds, 0.17% hits; T. brucei PFK, ADP-Glo luminescence;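 note: potency is the fitted concentration of half-maximal effect; 0% = uninhibited 1x PFK enzyme wells and -100% = no-enzyme wells; nearly all actives have a fitted effect of over 60% in size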
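Compounds were pin-transferred as a titration series up to 57 uM into substrate buffer (0.5 mM F6P, 0.1 mM ATP, pH 8.0), then 1.25 nM PFK was added and reactions ran 45 min before ADP-Glo detection.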
ELG1 DNA repair: qHTS screen for small molecules that inhibit ELG1-dependent DNA repair in human embryonic kidney (HEK293T) cells expressing luciferase-tagged ELG1. HEK293T ELG1-luciferase reporter, luminescence, 16 h; DNA damage induced by 5-fluorouridine. Potency, µM (doses to about 46.1 µM), without a hit: at the highest dose activity change, negative = inhibition, actives largely listed as inhibitors. 330,000 compounds, 2.3% hits. AID 504467, 2011; note: potency is the fitted concentration of half-maximal effect; % is set by controls: 0 for no effect and ±100 for the full control effect; nearly all actives have a fitted effect of over 55% in size
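HEK293T cells expressing luciferase-tagged ELG1 (2,000/well) received 5-Fluorouridine plus compound or DMSO for 16 hr at 37 °C. Luciferase was read by ONE-Glo luminescence after 30 min at room temperature.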
BCR signal inh: qHTS Assay to Find Inhibitors of Chronic Active B-Cell Receptor Signaling; ABC-DLBCL IkBa-CBG/CBR reporter, luminescence ratio, 4 h; Potency, µM (titrated, usually from 46.1 µM), without a hit: at the top dose ratio change, negative = lower green/red ratio, actives largely listed as inhibitors; 340,000 compounds, 0.05% hits; active = well fitted inhibition curve with a large enough effect in the signal ratio, with a control signal flat, not every such curve was filed as active; inconclusive = small, poorly fitted or top-dose-only effect, or effect the other way, or a change in a side signal; the % refers to the signal ratio;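 note: potency is the fitted concentration of half-maximal effect; plate controls were basal doxycycline-induced cells for no effect and cells given 10 µM MG132 for full effect; MG132 reads +100%, hits lower the ratio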
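Compounds up to 46 uM were incubated four hours with TMD8 cells whose green CBG68 luciferase is fused to IkappaBalpha; red CBR luminescence normalised the signal, and concentration-effect curves were fitted to fusion, red and ratio data.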
Integrin act MD: qHTS for Activators of Integrin-Mediated Alleviation for Muscular Dystrophy; alpha7betagal myoblasts, beta-gal FDG fluorescence, 48 h; Potency, µM (highest dose often 38.3 µM), for inactives: at the top dose activation, hits mostly activators; 350,000 compounds, 0.064% hits; AID 624291, 2012;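 note: potency is the fitted concentration of half-maximal effect; 100% = response of the positive control SU9516; nearly all actives have a fitted effect of over 60% in size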
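Alpha7betagal+/- myoblasts (passage 13) were plated 16-24 hr, then exposed to compounds (1:260 dilution of DMSO stock) for 48 hours at 37C. After MPER lysis, β-galactosidase reporter activity was read as FDG fluorescence (ex 480/em 540) after 30 minutes.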
TSG101-PTAP inh: qHTS Assay for Iinhibitors of HIV-1 Budding by Blocking the Interaction of PTAP/TSG101; Fluorescence polarization, FITC-PTAP peptide / Tsg101 binding; Potency, µM (highest dose often 115 µM), inactives show top-dose activity change, negative = inhibition, most hits filed as inhibitors; 340,000 tested, under 10 active; active = well fitted inhibition curve with a large enough effect in the main read-out, with a control signal flat, not every such curve was filed as active; inconclusive = small, poorly fitted or top-dose-only effect, or effect the other way, or a change in a side signal; inactive = no such curve, though single readings can be large or run the other way; note: potency is the fitted concentration of half-maximal effect; % of control where 0% means no effect
Target sequence (Q99816 whole entry, looked up): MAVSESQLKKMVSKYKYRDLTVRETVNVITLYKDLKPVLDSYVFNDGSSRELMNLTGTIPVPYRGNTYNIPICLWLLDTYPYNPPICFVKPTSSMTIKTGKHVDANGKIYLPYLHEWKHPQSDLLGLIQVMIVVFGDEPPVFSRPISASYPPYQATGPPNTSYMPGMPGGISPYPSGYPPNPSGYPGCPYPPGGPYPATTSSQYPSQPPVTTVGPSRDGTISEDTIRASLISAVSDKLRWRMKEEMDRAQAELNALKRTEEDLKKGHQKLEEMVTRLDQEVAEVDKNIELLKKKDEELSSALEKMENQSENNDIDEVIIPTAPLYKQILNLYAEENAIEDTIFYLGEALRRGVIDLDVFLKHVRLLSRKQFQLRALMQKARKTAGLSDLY
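FP read-out: FITC-PTAP peptide, 50 nM final, binding Tsg101 binding domain, 10 uM final; 20 min, r.t.; 10 mM HEPES pH 7.5, 0.15 M NaCl, 0.01% Tween 20, 3 mM EDTA, 0.1 mM TCEP.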
Mito fusion yeast: qHTS Assay for Small Molecule Inhibitors of Mitochondrial Division or Activators of Mitochondrial Fusion. S. cerevisiae fusion-defective mutant growth rescue, CellTiterGlo 48 h. 320,000 compounds, 0.23% hits. Potency, µM (series often up to 46.1 µM), for the others: top-dose growth rescue (activation), most hits filed as activators;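 note: potency is the fitted concentration of half-maximal effect; % of control where 0% means no effect; nearly all actives have a fitted effect of over 45% in size; temperature-sensitive fusion mutants such as fzo1-1 at 37 °C on non-fermentable ethanol glycerol medium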
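Yeast fusion mutant, YPEG (non-fermentable carbon), compound, 48 h at 37C non-permissive; CellTiterGlo added, 10 min RT, luminescence read. Rescued growth = division inhibition.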
TSHR antag: Antagonists of the Thyroid Stimulating Hormone Receptor: HTS campaign; TSHR-expressing cells, TSH-stimulated cAMP HTRF, 2 h; hits give low values; activity change, negative = inhibition, % at 11.5 µM; 330,000 compounds, 0.2% hits;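 active = activity change below a set negative limit, meaning inhibition stronger than a set level, cut at about -70% in these data; inconclusive = activity change between two set negative limits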; note: % is set by controls: 0 for no effect and ±100 for the full control effect
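TSHR-expressing cells, 200/well, pre-treated with compound, then stimulated with EC80 TSH (4nM final) for 2 hours at 37 deg C. cAMP measured by competitive HTRF: anti-cAMP cryptate antibody in lysis buffer plus cAMP-d2, read after 30 minutes at room temperature.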
TCR activator: Activators of T cell receptors: qHTS campaign; primary human leukocytes, anti-CD3, IL-2 HTRF, 48 h; Potency, µM (top dose mostly 9.22 µM), without a hit: at the highest dose activation of IL-2 secretion, actives largely listed as activators; 330,000 tested, under 10 active; AID 504894, 2011; note: % of control where 0% means no effect
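Human primary leukocytes + a-CD3 beads + cpd, 48 hr; IL-2 in supernatant by HTRF (ex 320nm / em 665nm). No co-stimulatory signal supplied.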
ASM inhibitor: Inhibitors of Secretory Acid Sphingomyelinase (S-ASM): qHTS | Sphingomyelin phosphodiesterase (Homo sapiens), P17405 | placental ASM, HMU-PC fluorogenic substrate, 60 min | Potency, µM (highest dose often 57.5 µM), inactives show at the highest dose activity change, negative = inhibition, hits mostly inhibitors | 340,000 compounds, 0.006% hits; note: potency is the fitted concentration of half-maximal effect
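Fluorogenic HMU-PC substrate (9 uM final) is turned over by placental ASM in 60 min at 37 C after a 10 min compound preincubation. Reaction ended by alkaline stop (pH 10), with fluorescence read at 386/447 nm.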
Eya2 phos inh: qHTS Assay for Inhibitors of the Phosphatase Activity of Eya2 | recombinant Eya2, OMFP fluorescence dephosphorylation (OMFP is methylfluorescein phosphate) | Potency, µM (series often up to 76.9 µM), for inactives: at the highest dose activity, negative = inhibition, actives largely listed as inhibitors | 330,000 compounds, 0.006% hits; note: potency is the fitted concentration of half-maximal effect; % is set by controls: 0 for no effect and ±100 for the full control effect
Target sequence (O00167 whole entry, looked up): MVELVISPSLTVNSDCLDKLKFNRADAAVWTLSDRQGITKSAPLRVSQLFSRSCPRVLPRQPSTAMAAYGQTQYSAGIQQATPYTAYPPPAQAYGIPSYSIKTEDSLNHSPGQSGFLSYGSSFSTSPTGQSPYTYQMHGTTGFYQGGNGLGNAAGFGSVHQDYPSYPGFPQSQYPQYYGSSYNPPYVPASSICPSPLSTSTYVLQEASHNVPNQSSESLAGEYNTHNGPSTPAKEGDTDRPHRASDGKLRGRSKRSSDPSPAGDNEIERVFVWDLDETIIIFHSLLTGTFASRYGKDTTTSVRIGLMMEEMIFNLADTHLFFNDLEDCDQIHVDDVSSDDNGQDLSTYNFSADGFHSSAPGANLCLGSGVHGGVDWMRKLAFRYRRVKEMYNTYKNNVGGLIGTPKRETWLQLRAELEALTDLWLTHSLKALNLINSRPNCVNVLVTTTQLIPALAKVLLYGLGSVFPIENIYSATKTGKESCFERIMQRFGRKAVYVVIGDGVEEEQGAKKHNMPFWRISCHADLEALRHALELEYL
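Eya2 (0.2 uM) preincubated 10 min at ambient with compound, then OMFP substrate added at 50 uM; 10 min reaction in 50 mM HEPES pH 7.5, 50 mM NaCl, 5 uM MgCl2, 0.05% BSA, 1 mM DTT. Fluorescence read at Ex 485/Em 525 nm.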
* marks the source's active call; other numbers are inactive results; u = inconclusive; x = no result given; [ ] = another dose, or the depositor's remark. Unless noted, calls come from the whole dose curve; as a rule, active = well fitted curve in the direction sought with a large enough effect; inconclusive = small, poorly fitted or top-dose-only effect, or another doubt; inactive = no such curve, though single readings can be large; an effect the other way counts as inactive or inconclusive.

Order of values: A-T KAP1 phos	Tb PFK inh	ELG1 DNA repair	BCR signal inh	Integrin act MD	TSG101-PTAP inh	Mito fusion yeast	TSHR antag	TCR activator	ASM inhibitor	Eya2 phos inh
1. COc1ccc(C2=NOC(Cn3nc(C(=O)NCc4ccc5c(c4)OCO5)cc3-c3ccccc3)C2)cc1 (centres undefined)
    16.5%	0.0%	u	6.1%	-22.3%	-0.5%	17.9%	3.3	0.5%	-5.5%	-16.5%
2. O=C(Cc1c(F)cccc1Cl)Nc1ccc(S(=O)(=O)Nc2nccs2)cc1
    2.2%	-7.6%	-0.9%	-6.6%	-5.9%	-0.7%	-4.0%	-0.9	1.1%	-3.2%	-4.3%
3. CCN(CC)C(=O)Cn1cc(S(=O)(=O)CC(=O)N2CCCCCC2)c2ccccc21
    -0.2%	0.7%	10.3%	-9.1%	-7.1%	-0.5%	-2.6%	0.7	-6.9%	1.5%	9.5%
4. O=S(=O)(Nc1cccnc1Cl)c1ccc(F)cc1
    -10.4%	0.8%	-10.0%	-0.6%	-11.5%	-1.8%	13.7%	12.6	-0.9%	1.3%	-3.9%
5. CCOC(=O)c1nn(-c2ccc(Cl)cc2)c2nnc(Cc3ccccc3)c(=O)n12
    -23.9%	-6.1%	8.0%	6.2%	12.4%	-0.8%	-5.0%	26.1	-3.7%[46.1 µM]	-8.0%	0.5%
6. COc1cc(S(=O)(=O)N2CCN(C(=O)c3ccccc3)CC2)c(OC)cc1Br
    1.8%	-3.2%	-3.6%	3.1%	-15.5%	-7.4%	-6.2%	-3.5	-2.2%	2.0%	1.1%
7. Cc1ccc(S(=O)(=O)CCC(=O)Nc2ccc(S(=O)(=O)N(C)C)cc2)cc1
    1.7%	-0.3%	u	-1.7%	x	x	10.1%	0.1	x	x	2.9%
8. O=C1CC(NS(=O)(=O)c2ccc3ccccc3c2)CN1c1ccccc1 (centres undefined)
    0.2%	-12.1%	0.6%	17.8%	17.2%	-7.8%	-12.0%	0.3	4.8%	-4.2%	9.1%
9. CCCCC(CC)CNC(=O)c1cc2ccccc2c(=O)o1 (centres undefined)
    2.4%	-2.1%	2.0%	-2.2%	17.0%	-3.3%	1.1%	-6.9	-3.8%[46.1 µM]	-1.0%	-0.9%
10. COc1ccc(NC(=O)C(F)(F)F)cc1OC
    3.0%	-14.1%	-6.4%	-1.6%	2.8%	-2.2%	-1.7%	9.9	-3.9%	0.4%	3.9%
11. CCCS(=O)(=O)c1csc(C(=O)OC)c1N
    5.3%	-4.9%	-0.7%	0.8%	u	-4.8%	-3.5%	4.4	2.7%	0.6%	2.0%
12. O=C1CC(C(=O)Nc2ccc(C(=O)O)cc2)C(c2ccccc2)O1 (centres undefined)
    -1.8%	1.0%	u	u	0.3%	-1.6%	1.9%	-1.2	3.4%	-1.4%	14.6%
13. COc1ccc(NC(=O)COC(=O)C(CC(C)C)N2C(=O)C3CC=CCC3C2=O)cc1Cl (centres undefined)
    4.1%	-5.9%	13.6%	-4.2%	31.1%	2.0%	7.6%	-12.2	-0.9%[46.1 µM]	3.6%	-4.5%
14. COCCNC(=O)/C(C#N)=C/c1c(N2CCN(c3ccccc3)CC2)nc2c(C)cccn2c1=O
    -46.7%	1.7%	u	2.2%	18.0%	-3.5%	3.6%	-7.4	-9.8%	x	-5.4%
15. Cc1cccc(NC(=O)c2nc[nH]c2C(=O)NCCCCCNC(=O)OC(C)(C)C)c1
    2.1%	-3.4%	20.6µM*	4.3%	-38.1%	-2.1%	-23.4%	-9.4	3.2%	-14.5%	-25.0%
16. COc1ccc(NC(=O)Nc2cc(C)ccc2F)cc1
    -2.9%	-7.9%	u	u	9.0%	-8.9%	0.7%	11.6	0.4%	8.0%	-4.9%
17. Cc1oc2c(c1C(=O)NCCO)CCCC2
    2.1%	6.1%	7.5%	u	15.9%	-4.0%	-4.8%	-7.4	-4.8%	2.4%	5.1%
18. Nc1nnc(CC(=O)NCc2ccccc2)s1
    -4.6%	-3.1%	0.0%	0.8%	-2.2%	1.9%	2.2%	-1.5	2.6%	-2.7%	-1.0%
19. Cc1cc(NC(=O)COc2c(C)cccc2C)no1
    -2.2%	-0.2%	u	3.6%	38.4%	-1.8%	-1.0%	3.8	0.7%	1.1%	9.7%
20. CCOC(=O)c1c(C)nc2sc(C(=O)Nc3ccc(OC)cc3)c(N)c2c1-c1ccc(OC)cc1
    0.1%	0.7%	u	u	-13.7%	-3.5%	-1.8%	4.7	6.3%	16.1%	4.3%
21. Cc1ccnc(NS(=O)(=O)c2ccc(NC(=O)c3cc(-c4ccc(Br)cc4)nc4ccccc34)cc2)n1
    -2.8%	-2.1%	6.2%	-0.2%	4.3%	1.8%	0.0%	-2.0	-1.3%[46.1 µM]	2.1%	12.4%
22. O=C(c1ccco1)N1CCC(c2nc3c(nnn3Cc3ccc(F)cc3)c(=O)[nH]2)CC1
    14.4%	-0.4%	u	-1.9%	0.0%	-5.1%	6.6%	4.1	0.1%	-0.2%	8.9%
23. COc1cccc2cc(/C(C)=N/NC(=O)c3ccco3)oc12
    0.8%	3.2%	u	u	u	-9.9%	-4.4%	-6.3	2.5%	2.5%	-9.8%
24. COC(=O)CN1C(=O)COc2ccc(S(=O)(=O)N3CCOCC3)cc21
    16.8%	4.6%	6.2%	0.6%	2.7%	-5.0%	0.2%	5.9	12.0%	0.8%	-21.2%
25. CCOc1nc(N(C)C)nc(-n2nnc(C(C)=O)c2C)n1
    0.7%	1.1%	12.0%	-1.3%	18.0%	-1.7%	1.1%	3.7	3.1%	0.8%	14.1%
26. CC(OC(=O)CCc1nc2ccccc2c(=O)[nH]1)C(=O)Nc1cccc(C(F)(F)F)c1 (centres undefined)
    -5.5%	-3.6%	8.8%	u	-16.8%	-2.2%	x	-1.0	-2.6%[46.1 µM]	-1.3%	0.0%
27. N#CC(c1nc2ccccc2nc1OCCO)S(=O)(=O)c1ccccc1 (centres undefined)
    -3.3%	-8.7%	u	6.8%	0.5%	-7.3%	11.2%	-0.3	-1.5%	3.8%	-15.2%
28. CCOC(=O)C[N+](C)(C)CCOC1CC2CCC1(C)C2(C)C (centres undefined)
    -1.9%	11.3%	-9.9%	u	-40.5%	-5.1%	-10.8%	12.8	-3.4%	1.8%	-7.4%
29. COc1ccc(OC)c(CC(NC(C)=O)C(=O)NC2CCN(c3c(Cc4ccccc4)c(C)nc4ncnn34)CC2)c1 (centres undefined)
    2.2%	-2.6%	23.1µM*	-1.2%	26.5%	-4.8%	-3.9%	-2.6	-4.7%[46.1 µM]	-2.0%	2.2%
30. O=C(CN1CCCN(Cc2ccc(F)cc2Cl)C1=O)NCc1ccccc1
    3.2%	-1.5%	-14.6%	1.6%	-9.1%	-4.5%	-5.1%	5.7	-1.2%	0.9%	1.1%

Laid out differently: results already given.
[11] CCCS(=O)(=O)c1csc(C(=O)OC)c1N
[4] O=S(=O)(Nc1cccnc1Cl)c1ccc(F)cc1
Screen / compound no.,11,4
A-T KAP1 phos,5.3%,-10.4%
Tb PFK inh,-4.9%,0.8%
ELG1 DNA repair,-0.7%,-10.0%
BCR signal inh,0.8%,-0.6%
Integrin act MD,u,-11.5%
TSG101-PTAP inh,-4.8%,-1.8%
Mito fusion yeast,-3.5%,13.7%
TSHR antag,4.4,12.6
TCR activator,2.7%,-0.9%
ASM inhibitor,0.6%,1.3%
Eya2 phos inh,2.0%,-3.9%
